# Bioassay records (PubChem BioAssay)
# IDE cell inh – inhibitors of human insulin-degrading enzyme in cells. AID 434962. HEK cells, FAbetaB cleavage, fluorescence polarization. inhibition, % at 5.59 µM. 320,000 compounds, 0.41% hits;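 active = percent inhibition above the average of all tested compounds plus 3 SD, set per screening campaign, cut at about 16% in these data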;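 also: IDE supplied by intact live HEK cells; FP after avidin binding of uncleaved biotin substrate so inhibition keeps polarization high; 0% = DMSO wells and 100% = 60 µM reference IDE inhibitor Ii1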
# CRFBP-R2 agonist – CRF-BP/CRF-R2 complex agonism. HEK293 CRF-R2/CRF-BP, calcium dye fluorescence (FLIPR); percent of saturating CRF peptide response. activation, % at 13.2 µM. 350,000 compounds, 0.46% hits. AID 588473;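 active = activation of at least 50%, plus an integration ratio under a set limit after plate pattern correction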;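 also: plate controls were neutral control wells without compound for no effect and CRF at EC100 for full effect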
# CHRM5 antagonist – antagonists of human muscarinic M5 receptor (CHRM5); P08912; CHO-hM5 cells, Fluo-8 calcium fluorescence, ACh EC80; inhibition, % at 3 µM; 360,000 compounds, 0.59% hits; AID 624040;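 active = inhibition above a per-plate cutoff, the mean of that plate's test compounds plus 3 SD, cut at about 27% in these data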;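 also: 0% = acetylcholine EC80 with DMSO and 100% = DMSO without agonist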
# Target sequence (P08912 whole entry, looked up): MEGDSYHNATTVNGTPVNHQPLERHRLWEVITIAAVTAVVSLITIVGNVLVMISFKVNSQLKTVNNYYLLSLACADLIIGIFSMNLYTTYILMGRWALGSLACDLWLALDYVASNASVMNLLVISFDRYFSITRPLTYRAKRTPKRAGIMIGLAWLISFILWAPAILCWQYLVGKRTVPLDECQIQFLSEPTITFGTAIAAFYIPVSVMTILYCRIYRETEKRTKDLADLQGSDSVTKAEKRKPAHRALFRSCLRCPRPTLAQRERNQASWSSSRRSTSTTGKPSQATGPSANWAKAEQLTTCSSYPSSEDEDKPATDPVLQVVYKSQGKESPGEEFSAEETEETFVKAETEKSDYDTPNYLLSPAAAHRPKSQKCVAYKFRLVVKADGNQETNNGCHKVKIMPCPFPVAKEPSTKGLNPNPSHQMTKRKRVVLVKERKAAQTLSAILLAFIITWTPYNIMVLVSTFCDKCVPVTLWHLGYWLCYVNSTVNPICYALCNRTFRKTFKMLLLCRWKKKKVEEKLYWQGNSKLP
# M5 PAM – positive allosteric modulators of human muscarinic M5 receptor; P08912; CHO-K1 hM5, Fluo-8 calcium, ACh EC20 PAM; 0% = ACh EC20, 100% = ACh EC100; activation, % at 3 µM; 360,000 compounds, 0.3% hits;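 active = activation above the run cutoff, the mean activation of all test compounds plus 3 SD, cut at about 18% in these data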
#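 Measured by: Fluo-8 calcium fluorescence; material: human M5 receptor in CHO-K1 cells; schedule: Post-acetylcholine fluorescence recording 140 s; benchmarks: low control EC20 acetylcholine (0%), high control EC100 acetylcholine (100%); read-out: Max/basal fluorescence ratio as % of EC20–EC100 ACh window; compound: single dose, 3 µM nominal final test concentration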
# CHRM4 antagonist – CHRM4 antagonism in calcium assay | inhibition, % at 3 µM | 360,000 compounds, 0.73% hits | CHO-hM4 cells, ACh EC80, Fluo-8 calcium fluorescence | P08173;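 active = inhibition above its plate's cutoff, the mean inhibition of sample wells plus 3 SD, cut at about 27% in these data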;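 also: 0% = acetylcholine EC80 with DMSO and 100% = DMSO without agonist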
# Target sequence (P08173 whole entry, looked up): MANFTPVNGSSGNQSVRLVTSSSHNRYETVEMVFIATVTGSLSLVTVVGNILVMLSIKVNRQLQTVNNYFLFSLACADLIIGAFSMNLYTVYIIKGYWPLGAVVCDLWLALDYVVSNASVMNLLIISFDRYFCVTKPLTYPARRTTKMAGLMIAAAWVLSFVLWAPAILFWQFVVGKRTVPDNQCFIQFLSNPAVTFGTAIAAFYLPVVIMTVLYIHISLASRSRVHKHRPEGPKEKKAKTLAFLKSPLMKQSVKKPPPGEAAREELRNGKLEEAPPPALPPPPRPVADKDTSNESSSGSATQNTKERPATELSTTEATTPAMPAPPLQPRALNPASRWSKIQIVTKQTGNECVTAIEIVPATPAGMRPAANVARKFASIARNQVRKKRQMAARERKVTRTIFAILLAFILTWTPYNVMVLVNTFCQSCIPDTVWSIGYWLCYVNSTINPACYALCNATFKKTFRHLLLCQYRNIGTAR
# CHRM4 agonist – agonists of human muscarinic M4 receptor (CHRM4). P08173. CHO-K1 hM4/Gqi5, Fluo-8 calcium fluorescence; vehicle 0%, full acetylcholine response 100%. activation, % at 3 µM. 360,000 compounds, 0.14% hits. AID 624127;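 active = activation above the run mean over all test wells plus 3 SD, cut at about 32% in these data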;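 also: peak over basal fluorescence ratio per well then scaled between controls; 0% = DMSO wells and 100% = acetylcholine at EC100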
# CHRM5 agonist – agonists of human muscarinic M5 receptor (CHRM5); 360,000 compounds, 0.19% hits; AID 624037; CHO-K1 hM5 cells, Fluo-8 calcium fluorescence; 0% DMSO wells, 100% maximal acetylcholine response; activation, % at 3 µM; P08912;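 active = activation above the run's mean over test compounds plus 3 SD, cut at about 23% in these data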;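 also: signal is peak over basal fluorescence ratio across the kinetic read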
# M4 PAM – positive allosteric modulators of human muscarinic M4 receptor | activation, % at 3 µM | 360,000 compounds, 0.4% hits | CHO-K1 hM4/Gqi5, Fluo-8 calcium fluorescence, ACh EC20; 0% = ACh EC20, 100% = maximal ACh | P08173;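 active = activation above its plate's cutoff, the mean activation of sample wells plus 3 SD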; also: some results filed as inactive read as strong as hits
# CRFBP-R2 block – CRF-BP/CRF-R2 complex antagonism | HEK293 CRF-R2/CRF-BP, CRF-induced calcium fluorescence | inhibition, % at 11.8 µM | 350,000 compounds, 0.59% hits | AID 588475;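 active = inhibition of the ligand-induced calcium signal above about 50% at the single tested concentration, limit read from the data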
# Starred values were filed as active, the others as inactive; . = no result given.
SMILES,IDE cell inh,CRFBP-R2 agonist,CHRM5 antagonist,M5 PAM,CHRM4 antagonist,CHRM4 agonist,CHRM5 agonist,M4 PAM,CRFBP-R2 block
Cc1cc(NC(=O)C(=O)c2cn(C)c3ccccc23)no1,1,-6.4,10,5,-3,0,-2,-2,-15
CC(N=C1NS(=O)(=O)c2ccccc21)c1ccccc1 (stereo unspecified),-4,0.4,0,-4,-8,3,1,5,15
O=C(Nc1ccc2ccccc2c1)C(c1ccccc1)C1CCCC1 (stereo unspecified),0,-0.2,8,-15,-3,3,-7,-15,-6
Cc1oc2c(c(=O)c1C)C(=O)CC(c1ccccc1)C2 (stereo unspecified),5,0.7,43*,-2,-3,-1,1,7,4
CC(=O)c1c(C)[nH]c(C(=O)OCc2cccc(Cl)c2)c1C,2,-4.3,9,-19,6,10,-4,4,-20
CCc1cccc(OC2OC(CO)C(O)C(O)C2NC(C)=O)c1 (stereo unspecified),2,-6.1,0,3,2,1,-2,-4,10
CCOC(=O)C1CCN(C(=O)c2cc(CN3C(=O)c4ccccc4C3=O)ccc2OCC)CC1,-1,-3.4,8,-5,3,3,3,-4,14
COc1cccc(-c2noc(C3CCCN(C(=O)c4ccc(F)cc4)C3)n2)c1 (stereo unspecified),6,0.2,-13,-6,-18,3,5,-7,3
Cc1cc(C)c(C#N)c(SCS(=O)Cc2ccc(Cl)cc2)n1 (stereo unspecified),-3,1.4,0,-4,-4,2,0,2,10
O=C(CCCN1C(=O)c2ccccc2C1=O)Nc1nccs1,-5,1.8,1,5,-5,1,-2,1,-4
O=C(CSc1n[nH]c(=O)[nH]c1=O)N/N=C/c1ccccc1,-1,-0.1,-11,4,4,1,1,-3,4
C/C(CCc1ccccc1)=N\NC(=O)c1ccccc1[N+](=O)[O-],3,-2.4,5,1,0,1,-2,7,10
COc1ccc(N2CCN(S(=O)(=O)c3ccc(C(=O)NCc4ccco4)cc3)CC2)cc1,5,0.8,3,-2,6,3,3,1,-13
Cc1ccc(NC(=O)CN(C)C(=O)C2CC(=O)N(Cc3ccccc3)C2)cc1 (stereo unspecified),2,-1.0,-5,0,-18,1,-7,7,-6
CCOC(=O)N1CCN(S(=O)(=O)c2ccc([N+](=O)[O-])cc2)CC1,1,0.5,14,-2,-1,0,-2,-3,3
CN(C)c1nnnn1Cc1ccc(Cl)cc1Cl,2,0.1,-2,6,-8,1,-3,1,-15
COc1ccc(-c2cnc3c(NC(C)=O)cc(-c4cccc(C(=O)N(C)C)c4)cn23)cc1OC,.,.,-4,1,1,2,2,-2,.
Cc1cccc(N(CC(=O)NC2CCCC2)C(=O)c2nsc(Cl)c2Cl)c1C,-4,-11,1,-4,-9,0,-10,-1,-5
CC(=O)Nc1ccc(OC(=O)c2ccc(Cl)cc2)cc1,0,-1.9,6,-5,5,9,-2,14,5
CCCCN(C)C1CCN(C(=S)Nc2cccc(OC)c2)CC1,-3,-0.1,1,3,-6,0,-5,0,6
O=C(CCCN=C1NS(=O)(=O)c2ccccc21)OCC(=O)c1ccc(F)c(F)c1,-5,62*,7,-11,4,25,37*,5,-44
Cc1cc(C(=O)CCC(=O)Nc2ncccc2O)c(C)s1,1,-3.6,2,3,-13,1,-2,8,5
COc1ccc([C@H]2CC(=O)C=C(c3cccc(OC)c3OC)C2)cc1OC,4,-2.4,-2,-23,0,23,13,-15,23
Cc1cc2nc3c(nc2cc1C)C(O)=C3O,2,-1.8,7,3,4,1,1,-7,-1
CCCCn1c(N)c(N(CC)C(=O)c2ccc(C#N)cc2)c(=O)[nH]c1=O,-3,-1.4,3,8,-8,1,1,-4,6

# Other results:
SMILES,IDE cell inh,CRFBP-R2 agonist,CHRM5 antagonist,M5 PAM,CHRM4 antagonist,CHRM4 agonist,CHRM5 agonist,M4 PAM,CRFBP-R2 block
COCCn1c(SCc2ccc(F)cc2)nc2ccccc2c1=O,-2,-0.7,23,-8,-2,2,-5,-5,-2
O=[N+]([O-])c1cccc(Cl)c1NCCNS(=O)(=O)c1ccc(Cl)cc1,0,-1.8,-2,-1,1,-1,-3,-7,-5
O=C(Nc1ccccc1Cl)N1CCN(Cc2ccc3c(c2)OCO3)CC1,3,1.1,2,-5,0,1,-3,5,0
CS(=O)(=O)c1nc(S(=O)(=O)c2ccc(Cl)cc2)c(NCCCN2CCOCC2)s1,5,-0.9,18,-1,4,0,-9,-6,7
Cn1nnc(NC(=O)c2ccco2)n1,2,-0.4,3,-1,-7,1,0,0,-7
COC(=O)c1cc(-c2ccc3c(c2)OCO3)nc2ccccc12,9,1.2,-3,3,-4,0,-4,14,18
O=C(CCn1c(=O)c2cccn2c2ccccc21)Nc1ccc(F)cc1,8,0.4,13,-9,17,16,2,-14,-10
O=C(O)CCC(=O)Nc1ccccc1C(=O)NC1CCCCC1,0,0.8,7,0,-14,0,-5,0,-9
O=C1C(=C2CCc3ccccc32)Cc2ccccc21,.,2.6,-1,-2,5,0,-2,0,-15
COc1ccc(C(=O)NCc2nnc(SCC(=O)N3CCc4ccccc43)n2Cc2ccccc2)cc1,1,0.1,10,-10,10,0,-1,1,-11
COc1ccc(NC(=O)Cc2coc3cc(C)c(C(C)C)cc23)cc1S(=O)(=O)N1CCOCC1,-1,-2.0,-5,-4,-3,3,-4,-1,-12
O=[N+]([O-])c1ccc(NC(c2ccccc2)c2ccc3cccnc3c2O)cc1 (stereo unspecified),.,-1.2,13,-7,1,1,-1,2,5
Cc1nn(CC(=O)NCC2CCCO2)c(=O)c2ccccc12 (stereo unspecified),1,15,2,-1,-5,0,-5,4,-3
S=c1[nH]ncn1-c1ccccn1,6,0.9,-4,6,5,0,-3,25*,-5
CN(Cc1cn(C)nc1-c1ccc(Oc2ccccc2)cc1)C1CCOC1 (stereo unspecified),4,-1.0,-3,11,-1,2,0,6,1
COC(=O)CSc1nnc(-c2cccnc2)n1-c1cccc(OC)c1,1,-0.2,10,-6,0,1,-1,2,5
O=C(CC12CC3CC(CC(C3)C1)C2)NCCN1CCOCC1,1,0.7,10,-2,-3,0,0,6,6
Cc1ccc(Nc2nc(N)nc(CCl)n2)cc1,1,0.6,1,-2,1,0,0,-3,-10
C=CCNC(=O)CN1c2cccc3cccc(c23)S1(=O)=O,1,-2.2,-6,-3,-28,1,-2,5,15
CCCCSc1nnc(-c2cc(Br)ccc2N)c(=O)[nH]1,0,-0.2,-4,7,1,0,1,-2,-9
COc1cc2ccc(C=O)cc2cc1OC,.,0.5,4,1,-6,1,4,0,24
C[C@H]1CN=C(N(C)C)N1CCC1CCCCC1,4,-1.7,8,-4,6,3,-11,-1,1
O=C(NCCc1cnccn1)C1CCC(=O)N(Cc2ccc(Cl)cc2)C1 (stereo unspecified),2,-0.2,-7,4,-7,0,-3,2,4
O=C(Nc1nncs1)c1cc(-c2ccco2)nc2ccccc12,1,0.9,7,-1,1,6,6,6,-1
Cc1ccc(/C=N/NC(=O)CCCOc2ccc(Cl)cc2Cl)cc1[N+](=O)[O-],7,-1.1,-2,3,14,0,0,10,11

# New compounds follow.
SMILES,IDE cell inh,CRFBP-R2 agonist,CHRM5 antagonist,M5 PAM,CHRM4 antagonist,CHRM4 agonist,CHRM5 agonist,M4 PAM,CRFBP-R2 block
Cc1ccc2nc(-c3cc(N)cc(N)c3)oc2c1,-1,-2.4,-2,3,-3,1,-5,6,13
Brc1ccc(-c2nnc(-c3ccco3)o2)cc1,2,0.8,0,-2,9,-1,-2,9,-4
NS(=O)(=O)c1ccc(NC(=O)c2cc(Cl)sc2Cl)cc1,-4,-1.7,-6,5,7,1,-7,1,5
COc1ccc(CCNC(=O)C(=O)NCC2OCCN2S(=O)(=O)c2ccc(F)cc2)cc1OC (stereo unspecified),0,3.6,-1,2,-8,5,2,8,7
O=C(O)CCCCCNC(=O)c1ccncc1,1,-1.0,3,1,1,1,2,-4,10
CCc1cccc(C)c1NC(=O)c1cc(C)oc1C,1,1.3,4,-1,1,-1,2,-1,10
NC(=O)NC(=O)CSc1cccc(C(F)(F)F)c1,-16,0.4,-4,5,4,0,-2,-4,1
O=C1[C@H]2[C@@H](c3ccc(F)cc3)N3C(=O)N(c4cccc(Br)c4)C(=O)[C@@]3(Cc3ccccc3)[C@H]2C(=O)N1C1CCCCC1,1,2.1,4,0,-8,0,1,6,-15
Cc1ccc(NC(=O)COc2ccccc2C=O)cc1Cl,6,0.9,-10,1,5,2,0,11,-16
Cc1nn(CC(=O)Nc2ccc3c(c2)OCO3)c(C)c1[N+](=O)[O-],-10,1.1,5,6,2,2,1,-2,-8
Cn1c(=O)c(C(=O)NNC(=O)c2ccccc2Br)c(O)c2ccccc21,-3,0.1,10,1,11,0,-1,-1,9
CCN1CCN(C(=O)C(C)Oc2ccc(S(=O)(=O)N3CCCC3)cc2C(N)=O)CC1 (stereo unspecified),-1,1.4,18,-6,5,0,1,-6,-1
O=S(=O)(NCc1ccccc1)c1ccccc1Br,1,-4.3,2,0,3,1,0,-2,0
O=C1C(=O)N(CCCN2CCOCC2)C(c2ccc([N+](=O)[O-])cc2)/C1=C(/O)c1ccc2c(c1)OCO2 (stereo unspecified),1,0.6,1,9,1,1,-3,9,-5
Cc1ccc(OCc2cnc(Cl)s2)c(C)c1,1,0.8,3,9,1,0,-1,3,-19
COCCCC1CCN(C(=O)c2cc(COc3cc(C)ccc3C)on2)CC1,5,0.1,-5,-2,-7,10,-1,-2,1
O=C(c1ccco1)N1CCN(C(=O)c2cc3cc([N+](=O)[O-])ccc3oc2=O)CC1,5,3.2,8,-5,-16,4,2,10,-1
CCOC(=O)/C(C#N)=C\c1c(C)cc(C)c(COC(C)=O)c1C,3,-0.6,-7,2,2,-1,-6,7,4
COc1ccc(-c2ccc(CCC(=O)O)n2NC(=O)c2ccc(C(C)(C)C)cc2)cc1,2,3.6,14,-2,4,1,-5,-1,8
COc1cccc(/C=N/Nc2nnc3c(n2)[nH]c2ccccc23)c1OC,-1,-9.7,0,-6,-32,6,-6,10,10
O=C(O)c1cccc2c1C(=O)N(Cc1ccncc1)C2,-2,3.6,-1,5,20,1,0,32*,11
O=C(Nc1ccc(S(=O)(=O)Nc2nccs2)cc1)C1CC(=O)N(c2ccc(Cl)cc2)C1 (stereo unspecified),-2,-2.2,21,-1,3,1,-3,-1,-8
CCn1c(-c2cc(C3CC3)nc3ccccc23)n[nH]c1=S,2,-1.6,-4,8,1,1,-1,8,-7
COc1ccc(Nc2nnc(C)c3ccccc23)cc1C(N)=O,3,-1.8,-4,-2,-9,1,-4,2,-2
CCc1ccccc1NC(=O)CN(c1cccc(OC)c1)S(C)(=O)=O,-1,-2.1,-8,3,10,0,2,-7,0

# One compound at a time (already shown). Values in the order: IDE cell inh	CRFBP-R2 agonist	CHRM5 antagonist	M5 PAM	CHRM4 antagonist	CHRM4 agonist	CHRM5 agonist	M4 PAM	CRFBP-R2 block
# `CCOC(=O)/C(C#N)=C\c1c(C)cc(C)c(COC(C)=O)c1C` across the screens: 3	-0.6	-7	2	2	-1	-6	7	4
# `CCc1cccc(C)c1NC(=O)c1cc(C)oc1C` across the screens: 1	1.3	4	-1	1	-1	2	-1	10
# `NC(=O)NC(=O)CSc1cccc(C(F)(F)F)c1` across the screens: -16	0.4	-4	5	4	0	-2	-4	1
# `COc1ccc(-c2ccc(CCC(=O)O)n2NC(=O)c2ccc(C(C)(C)C)cc2)cc1` across the screens: 2	3.6	14	-2	4	1	-5	-1	8
